CCHFV vOTU inh: CCHFV vOTU protease inhibitors, primary screen, biochemical, Pep-AMC substrate, fluorescence; Crimean-Congo hemorrhagic fever virus L polyprotein viral ovarian tumor (vOTU) protease …; inhibition, % at 11.5 µM; hit rate 0.55% among 370,000; AID 651958, 2012; in the data active = inhibition above about 30%; note: 0% = vehicle wells with enzyme and 100% = no enzyme wells
BoNT A protease: BoNT/A light chain protease inhibitors, primary screen, biochemical, flow cytometry, MLPCN library; hit rate 0.17% among 360,000; inhibition, % at 10 µM; Botulinum neurotoxin type A light chain protease (Clostridium botulinum A str. ATCC 3502); AID 588499, 2011; multiplex microsphere protease substrate cleavage; note: plate controls were buffer without enzyme for full effect and enzyme alone for no effect
Anthrax LF inh2: Bacillus anthracis LF protease inhibitors, primary screen, biochemical, multiplex microsphere, MLPCN library | AID 588501, 2011 | inhibition, % at 10 µM | multiplex microsphere protease cleavage assay | Lethal factor (Bacillus anthracis), P15917 | hit rate 0.12% among 360,000; note: plate controls were buffer without enzyme for full effect and enzyme alone for no effect
Target sequence (P15917 whole entry, looked up): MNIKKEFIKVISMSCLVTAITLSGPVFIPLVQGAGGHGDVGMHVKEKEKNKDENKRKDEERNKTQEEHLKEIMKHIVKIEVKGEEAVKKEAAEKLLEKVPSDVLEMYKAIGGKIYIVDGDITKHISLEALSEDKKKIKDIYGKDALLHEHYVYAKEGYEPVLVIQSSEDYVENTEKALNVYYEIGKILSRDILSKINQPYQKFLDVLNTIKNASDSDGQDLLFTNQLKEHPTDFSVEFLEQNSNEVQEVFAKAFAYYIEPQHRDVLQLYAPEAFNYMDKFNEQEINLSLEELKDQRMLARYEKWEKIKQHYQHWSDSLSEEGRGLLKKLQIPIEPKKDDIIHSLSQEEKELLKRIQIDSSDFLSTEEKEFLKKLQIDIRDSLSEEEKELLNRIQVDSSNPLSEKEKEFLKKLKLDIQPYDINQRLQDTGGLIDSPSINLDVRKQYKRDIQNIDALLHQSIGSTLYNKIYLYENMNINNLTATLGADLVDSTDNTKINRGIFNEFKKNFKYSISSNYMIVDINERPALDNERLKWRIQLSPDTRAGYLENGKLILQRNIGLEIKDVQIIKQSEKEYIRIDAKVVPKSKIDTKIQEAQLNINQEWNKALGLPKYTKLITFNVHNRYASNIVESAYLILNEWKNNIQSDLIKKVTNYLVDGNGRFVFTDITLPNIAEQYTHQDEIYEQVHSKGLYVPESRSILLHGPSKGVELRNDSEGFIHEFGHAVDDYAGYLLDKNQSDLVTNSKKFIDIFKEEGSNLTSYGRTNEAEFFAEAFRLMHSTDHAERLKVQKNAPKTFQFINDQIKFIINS
Yp Topo-I inh: Yersinia pestis topoisomerase I inhibitors, primary screen, biochemical, cleavage product accumulation, plate reader, single point. DNA topoisomerase I (Yersinia pestis CO92). Y. pestis Topo-I cleavage product accumulation. activity, % at 10 µM. hit rate 0.064% among 360,000. AID 504884, 2011; in the data active = activity above about 50%, passing the limit was not always enough; inconclusive = no clear call, values can overlap the other calls; note: inactives centre near 2
BoNT-F LC inh: BoNT/F light chain protease inhibitors, primary screen, biochemical, flow cytometry, MLPCN library. Botulinum neurotoxin type F light chain protease (Clostridium botulinum). Multiplex microsphere protease cleavage assay. inhibition, % at 10 µM. hit rate 0.22% among 360,000; in the data active = inhibition above about 35%, passing the limit was not always enough; inconclusive = no clear call, values can overlap the other calls; note: plate controls were buffer without enzyme for full effect and enzyme alone for no effect
PfHsp40 yeast: rescue of yeast from PfHsp40 toxicity, primary screen, S. cerevisiae, ATP luminescence | S. cerevisiae expressing PfHsp40, growth rescue | growth rescue, % at 12.5 µM | hit rate 0.68% among 340,000 | AID 504582, 2011; in the data active = growth rescue above about 28%, passing the limit was not always enough; inconclusive = no clear call, values can overlap the other calls;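 note: yeast W303a lacking pdr1 and pdr3 grown in galactose medium; growth measured after three days at 30 °C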
PrPC surface inh: inhibitors of human cell surface prion protein PrPC, primary screen, cell-based, TR-FRET; AID 720596, 2013; Major prion protein (Homo sapiens), P04156; TR-FRET read-out; inhibition, % at 13.8 µM; hit rate 0.43% among 370,000; in the data active = inhibition above about 24%; note: 0% = median of the test wells and 100% = reference compound wells
FadD28 FP inh: inhibitors of FadD28 bisubstrate probe binding, primary screen, biochemical, fluorescence polarization, single point | inhibition, % at 12.5 µM | hit rate 0.22% among 360,000 | Mycobacterium tuberculosis FadD28 fatty-acid-AMP ligase; in the data active = inhibition above about 8.5%, passing the limit was not always enough; inconclusive = no clear call, values can overlap the other calls
TcdB GH inh: TcdB glycohydrolase inhibitors, primary screen, biochemical, single point, plate reader | inhibition, % at 9.99 µM | TcdB glycohydrolase enzymatic assay | hit rate 0.24% among 350,000 | Toxin B (Clostridioides difficile), P18177; in the data active = inhibition above about 10%
* hit, by the source's call; ? = inconclusive; / = not tested or not shown; & = joins results of further samples. Cut-off read from the data, not from the text of the source, unless noted: active = inhibition above about 30%; inconclusive = no clear call, values can overlap the other calls; inactive = below that. Hits appear at their usual frequency (roughly 2.3% active in at least one column).

SMILES | CCHFV vOTU inh | BoNT A protease | Anthrax LF inh2 | Yp Topo-I inh | BoNT-F LC inh | PfHsp40 yeast | PrPC surface inh | FadD28 FP inh | TcdB GH inh
CCCCOCCCN1C(C)=CC(=C2C(=O)NC(=S)NC2=O)C=C1C | 1 | -0.4 | -2 | 17 | 0 | 0.1 | 0 | -1.0 | -0.2
COc1ccc(OC)c2[nH]c(=O)c(CCNC(=O)c3ccc4c(c3)OCO4)cc12 | 6 | -0.8 | 0 | 16 | -7 | 2.4 | 3 | 2.0 | -0.1
CC(=O)c1ccc(N2CCN(C(=O)CN3C(=O)NC4(CCCCC4)C3=O)CC2)c(F)c1 | 15 | -0.2 | 5 | -4 | -7 | -0.3 | 7 | 1.1 | -0.4
Cc1cccc(OCCCC(=O)Nc2ccc(S(=O)(=O)N3CCCC3)cc2)c1 | 8 | -1.1 | -1 | 14 | -6 | 0.6 | 10 | 0.5 | /
COc1ccccc1-n1cnnc1SCC(=O)NC1CCCCC1 | 7 | -1.2 | 2 | 3 | -11 | 0.4 | -1 | -0.1 | 0.7
Cc1ccc(Cn2c(SCC(C)C)nc3c2c(=O)[nH]c(=O)n3C)cc1 | 4 | -0.1 | -1 | 6 | -5 | -0.8 | -2 | -4.6 | /
CN1C(=S)SC(/[N+]([O-])=C/c2cccnc2)C1(C)C (stereo not given) | 11 | 0.4 | -4 | -4 | 0 | 1.0 | 3 | -2.4 | /
C[C@H](NC(=O)c1ccccc1)C(=O)N1CCN(Cc2ccc3c(c2)OCO3)CC1 | 8 | 0.4 | 0 | -5 | 4 | -1.0 | -11 | -2.4 | -2.8
Cc1cccc(C)c1NC(=O)CNC(=O)CNC(=O)c1ccc2ccccc2c1 | -1 | -0.1 | 3 | 6 | 1 | / | -8 | -0.2 | -0.1
O=C(Nc1ccccc1C(=O)N1CCCCCC1)c1ccc(Cl)cc1 | -10 | -1.1 | 2 | 10 | 2 | -0.9 | 0 | -3.2 | 0.1
CC(C)CC(NC(=O)C(NC(=O)OC(C)(C)C)C(C)C)C(=O)NC(CCC(=O)OCc1ccccc1)C(N)=O (stereo not given) | 6 | 0.3 | -1 | -7 | -16 | -0.9&-0.3 | -2 | -2.1 | /
CCOC(=O)CN1C(=O)S/C(=C/c2ccc(OCc3ccc(C(=O)O)cc3)cc2)C1=O | 12 | 0.9 | -17 | -3 | 11 | 0.2 | 4 | -2.5 | -5.5
Cc1cc(C)c(OCC(=O)OCC(=O)NCCC2=CCCCC2)c(C)c1 | 12 | / | / | 20 | / | 4.4 | -5 | -2.7 | 2.8
Cc1ccc(Cl)cc1N1CCN(C(=O)C2CCN(S(=O)(=O)c3cccnc3)CC2)CC1 | 4 | 0.2 | -1 | -2 | -2 | 0.8 | 0 | -5.1 | /
Cc1cccc(NC(=O)C2CCN(C(=O)NCc3ccccc3)CC2)c1C | 5 | 0.8 | -3 | -3 | -2 | -0.2 | 0 | -0.3 | -0.6
CC(=O)Nc1ccc2c(c1)Cc1ccc(Cl)cc1-2 | 10 | -0.4 | -6 | -3 | 0 | 0.1 | 11 | -1.2 | 0.0
CCN(CC)CCCN(Cc1cc2cc3c(cc2[nH]c1=O)OCO3)C(=S)NC | -36 | -0.9 | -14 | 4 | 35* | -0.8 | -1 | 1.4 | 0.2
COc1cc(C(=O)NNC(=O)Cc2cccs2)cc(OC)c1OC | 4 | -4.0 | 1 | 0 | -3 | -0.1 | 0 | -0.5 | 0.8
CCc1nc(SCC(=O)N2CCOCC2)c2c(=O)n(C)c(=O)n(C)c2n1 | -6 | -0.2 | -4 | 2 | -2 | -1.2 | 1 | 0.6 | 0.5
CCN1CCN(c2cc(C)c3cc(NC(=S)N4CCN(c5ccc(F)cc5)CC4)ccc3n2)CC1 | -20 | 0.2 | -7 | -3 | -2 | -2.1 | -5 | -2.1 | 1.4
COc1ccccc1Nc1nc(N)nc(CSC(=S)N2CCOCC2)n1 | -12 | -6.3 | -5 | 6 | ? | -1.6 | -3 | -1.1 | 0.7
c1ccc(N2CCN(c3ccc4nncn4n3)CC2)nc1 | 5 | -0.9 | -4 | -2 | -10 | 0.1 | -3 | -2.4 | 0.6
CC12COC3(C(=O)Nc4ccc([N+](=O)[O-])cc4)CC1CCC32C (stereo not given) | 2 | -0.2 | 3 | 7 | 0 | 0.4 | -10 | -0.7 | 3.4
COC(=O)c1sccc1Oc1c(Cl)cccc1[N+](=O)[O-] | 6 | -0.9 | 3 | 8 | -1 | 1.2 | 2 | -13 | -0.9

9 entries from above, arranged by molar mass, largest number first:
SMILES | CCHFV vOTU inh | BoNT A protease | Anthrax LF inh2 | Yp Topo-I inh | BoNT-F LC inh | PfHsp40 yeast | PrPC surface inh | FadD28 FP inh | TcdB GH inh
CCN1CCN(c2cc(C)c3cc(NC(=S)N4CCN(c5ccc(F)cc5)CC4)ccc3n2)CC1 | -20 | 0.2 | -7 | -3 | -2 | -2.1 | -5 | -2.1 | 1.4
C[C@H](NC(=O)c1ccccc1)C(=O)N1CCN(Cc2ccc3c(c2)OCO3)CC1 | 8 | 0.4 | 0 | -5 | 4 | -1.0 | -11 | -2.4 | -2.8
COc1ccccc1Nc1nc(N)nc(CSC(=S)N2CCOCC2)n1 | -12 | -6.3 | -5 | 6 | ? | -1.6 | -3 | -1.1 | 0.7
CCc1nc(SCC(=O)N2CCOCC2)c2c(=O)n(C)c(=O)n(C)c2n1 | -6 | -0.2 | -4 | 2 | -2 | -1.2 | 1 | 0.6 | 0.5
CCCCOCCCN1C(C)=CC(=C2C(=O)NC(=S)NC2=O)C=C1C | 1 | -0.4 | -2 | 17 | 0 | 0.1 | 0 | -1.0 | -0.2
O=C(Nc1ccccc1C(=O)N1CCCCCC1)c1ccc(Cl)cc1 | -10 | -1.1 | 2 | 10 | 2 | -0.9 | 0 | -3.2 | 0.1
COc1ccccc1-n1cnnc1SCC(=O)NC1CCCCC1 | 7 | -1.2 | 2 | 3 | -11 | 0.4 | -1 | -0.1 | 0.7
COC(=O)c1sccc1Oc1c(Cl)cccc1[N+](=O)[O-] | 6 | -0.9 | 3 | 8 | -1 | 1.2 | 2 | -13 | -0.9
CN1C(=S)SC(/[N+]([O-])=C/c2cccnc2)C1(C)C (stereo not given) | 11 | 0.4 | -4 | -4 | 0 | 1.0 | 3 | -2.4 | /

The list goes on:
SMILES | CCHFV vOTU inh | BoNT A protease | Anthrax LF inh2 | Yp Topo-I inh | BoNT-F LC inh | PfHsp40 yeast | PrPC surface inh | FadD28 FP inh | TcdB GH inh
Cc1ccc(NS(=O)(=O)c2cc([N+](=O)[O-])ccc2NNC(=S)Nc2cc(C)ccc2C)c(C)c1 | 3 | -1.3 | -12 | -22 | -36 | 5.3 | 4 | -3.5 | /
CCN(CC)c1ccc(C2C(C(=O)OC)=C(C)NC(C)=C2C(=O)OC)cc1 | 30* | 1.1 | -3 | 13 | 2 | 0.7 | 6 | -0.6 | /
O=C(CCC(=O)N(Cc1ccco1)C(C(=O)NC1CCCC1)c1ccncc1)Nc1cccnc1 (stereo not given) | -5 | 0.9 | 4 | 6 | 1 | 0.3 | 2 | -0.5 | /
COc1cccc(CNC(=O)CN(C)S(=O)(=O)c2ccc3c(c2)n(C)c(=O)c(=O)n3C)c1 | -1 | -0.1 | 1 | -6 | 2 | -0.3 | 0 | -3.8 | -0.3
O=C(OC(C(=O)NCc1ccco1)c1ccc(Cl)cc1)c1cccs1 (stereo not given) | -9 | 0.4 | -3 | 13 | 12 | 3.0 | -3 | -5.1 | 0.3
CC(C)CCOc1ccc(C(=O)N2CCCC2C(=O)O)cc1 (stereo not given) | -1 | -0.2 | -4 | -3 | -2 | 0.2 | -1 | ? | 1.2
CCOc1ccc(CN2CCN(CC(O)Cn3c4ccccc4c4ccccc43)CC2)cc1 (stereo not given) | 2 | 0.0 | 1 | 7 | 1 | 0.3 | -7 | 0.7 | /
COc1ccc(OC)c(NC(=O)CCN2C(=O)c3cccc([N+](=O)[O-])c3C2=O)c1 | 5 | -2.6 | -12 | 7 | -11 | -0.1 | 3 | -3.4 | -1.9
CC1(C(=O)Nc2ccc3c(c2)OCCO3)CCN1C(=O)c1ccco1 (stereo not given) | 1 | -0.5 | -2 | 0 | -6 | / | 0 | -1.6 | 0.4
O=C1NN=COc2ccccc21 | -5 | -0.5 | -5 | -4 | -2 | 0.6 | 5 | -0.6 | -2.7
COc1ccc(C)cc1-n1nnnc1SCC1CCCCO1 (stereo not given) | -18 | 0.1 | 3 | 3 | -5 | 0.9 | -8 | -0.9 | /
O=C(NC(CSC(=O)c1ccccc1)C(=O)O)OCc1ccccc1 (stereo not given) | 10 | 0.7 | -1 | 12 | 2 | -0.7 | 8 | 0.1 | 1.6
CCCCCSc1nc(N2CCOCC2)c2c(c1C#N)CC(C)(C)OC2 | 2 | -0.4 | -7 | -10 | -7 | 0.2 | 2 | -1.6 | /
CCOC(=O)c1nnn(-c2nonc2-n2cccc2)c1CN1CCC(C)CC1 | -1 | 0.0 | -2 | 18 | -1 | 1.3 | 6 | 0.1 | /
Cc1ccc(S(=O)(=O)N2C[C@@H](C)[C@]3(C2)[C@H](O)[C@H](OC(=O)NC2CCCC2)C[C@H]2C(=O)N(c4ccccc4)C(=O)[C@H]23)cc1 | 8 | -0.2 | -5 | -7 | -2 | / | -11 | -4.8 | 1.6
Cc1ccc(S(=O)(=O)NCCN2CCOCC2)c(C)c1 | -13 | 1.0 | 6 | 1 | -4 | 0.3 | -3 | 0.2 | -1.7
O=C(CSc1ccc(-c2cccc([N+](=O)[O-])c2)nn1)N1CCCCC1 | -5 | 0.5 | 2 | 2 | -2 | -1.5 | -14 | -1.3 | -4.3
Cc1ccc(-n2nnc3c(=O)n(Cc4ccccn4)cnc32)cc1C | 5 | -1.3 | 2 | 12 | -11 | -1.1 | -6 | -1.9 | 0.9
CC1(C)CC(=O)C2=C(C1)N(c1ccccc1C#N)C(N)=C(C#N)C2c1cccs1 (stereo not given) | 11 | 0.9 | -1 | 9 | -10 | -0.5 | -8 | -3.2 | /
CCCCN(C)C(=O)CSc1nc(NCc2ccc(OC)cc2)c2ccccc2n1 | -8 | -2.5 | -7 | 32 | -20 | 0.0 | 3 | -4.2 | /
O=C(CSc1nnc(CNC(=O)c2ccco2)o1)Nc1ccc(F)cc1F | 11 | -0.6 | -1 | -4 | -3 | -0.3 | -11 | -1.7 | 0.7
O=C(NCCCN1CCOCC1)c1c(-c2ccccc2)oc2c1C(OCCCCCO)CCC2 (stereo not given) | 1 | -0.1 | -3 | / | -3 | / | -10 | / | -0.1
O=C(N/N=C/c1ccc[nH]1)c1cc(-c2ccc(Cl)cc2)nc2ccccc12 | 0 | 0.0 | -1 | 3 | -1 | -0.3 | 4 | -0.1 | 0.4
N#C/C(=C\c1ccc(-c2ccccc2)cc1)c1nc(-c2ccco2)cs1 | -1 | 2.2 | 0 | -6 | -4 | -0.9 | 3 | 0.1 | -0.1
Nc1c(-c2ccccc2)c(CSc2nc3ccccc3[nH]2)nn1-c1ccc(Cl)cc1 | 12 | -0.8 | 0 | -2 | -6 | 2.9 | 9 | -4.8 | 0.2
CCOCCCn1c(=S)[nH]c2cc(C(=O)N3CCN(c4ccccc4)CC3)ccc2c1=O | 4 | -0.1 | -1 | 10 | 3 | 1.4 | -7 | -1.8 | 0.8
CC(C)CCOP(N)(=O)Oc1ccccc1Cl (stereo not given) | 15 | -0.6 | 0 | -3 | -8 | -1.8 | 0 | 2.0 | 0.9

Compound activity (PubChem)
